Source: PubChem BioAssay (National Center for Advancing Translational Sciences (NCATS))
KAT2A inh – GCN5L2 (KAT2A) acetyltransferase inhibition | GCN5L2 HAT assay, ThioGlo1 CoA-SH fluorescence | Q92830 | 0.21% of 390,000 active | Potency, µM (doses to about 58.9 µM), for the others: at the top dose activity change, negative = inhibition, hits mostly inhibitors
Target sequence (Q92830 whole entry, looked up): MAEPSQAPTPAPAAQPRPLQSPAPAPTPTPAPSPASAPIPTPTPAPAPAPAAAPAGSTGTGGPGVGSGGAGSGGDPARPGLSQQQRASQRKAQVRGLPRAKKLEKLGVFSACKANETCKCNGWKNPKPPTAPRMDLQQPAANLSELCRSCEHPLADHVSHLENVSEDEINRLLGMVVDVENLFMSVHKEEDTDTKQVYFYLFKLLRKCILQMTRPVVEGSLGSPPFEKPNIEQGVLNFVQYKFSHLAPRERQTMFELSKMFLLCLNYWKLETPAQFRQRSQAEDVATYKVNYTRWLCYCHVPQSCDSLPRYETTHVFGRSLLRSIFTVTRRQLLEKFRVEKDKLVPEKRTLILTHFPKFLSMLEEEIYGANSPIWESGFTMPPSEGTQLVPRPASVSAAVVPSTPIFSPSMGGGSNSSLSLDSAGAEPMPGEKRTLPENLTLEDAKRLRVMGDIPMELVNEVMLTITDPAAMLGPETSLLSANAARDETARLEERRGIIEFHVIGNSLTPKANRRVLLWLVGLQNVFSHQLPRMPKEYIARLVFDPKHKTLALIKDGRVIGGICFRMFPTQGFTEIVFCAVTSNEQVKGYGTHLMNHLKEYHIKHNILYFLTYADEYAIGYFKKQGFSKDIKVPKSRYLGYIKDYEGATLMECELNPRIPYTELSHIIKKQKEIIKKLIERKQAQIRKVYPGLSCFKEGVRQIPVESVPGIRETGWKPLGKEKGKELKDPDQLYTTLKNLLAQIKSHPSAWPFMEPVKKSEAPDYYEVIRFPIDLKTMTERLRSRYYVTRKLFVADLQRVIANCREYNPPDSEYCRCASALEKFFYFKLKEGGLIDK
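Fluorescence readout, Ex340nm/Em540nm: ThioGlo1 (50uM final) reacts with free CoA thiol released as 20nM GCN5L2 acetylates H3(1-25) peptide (75uM) using acetyl-CoA (70uM). Compound and enzyme sat 15 min beforehand; 20 min room-temperature reaction.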
N370S GC – N370S glucocerebrosidase modulation, Gaucher chaperone candidate; N370S GC spleen homogenate, 4MU-glucoside fluorescence; Potency, µM (series often up to 59.4 µM), inactives show at the highest dose activity change, negative = inhibition, most hits filed as inhibitors; 0.092% of 330,000 active; P04062;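 also: 0% = full enzyme activity and -100% = no enzyme basal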
FEN1 inhibitor – inhibitors of human flap endonuclease 1. P39748. Recombinant FEN1 flap cleavage, fluorescence, 15 min. Potency, µM (highest dose often 114 µM), without a hit: top-dose activity change, negative = inhibition, most hits filed as inhibitors. 0.35% of 390,000 active. AID 588795; also: nearly all actives have a fitted effect of over 65% in size
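Enzyme 10 nM, 15 min RT preincubation with compound; start with substrate 50 nM final; reads at 0 and 15 min; qHTS titration, four-parameter Hill fit.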
An asterisk follows results filed as active; ? = inconclusive; / = no result given; [ ] = another dose, or the depositor's remark. Calls follow the shape of the dose curve; as a rule, active = well fitted curve in the direction sought with a large enough effect; inconclusive = small, poorly fitted or top-dose-only effect, or another doubt; inactive = no such curve, though single readings can be large; an effect the other way counts as inactive or inconclusive. Unless noted, % is scaled to controls: 0 for no effect and ±100 for the full control effect; potency is read from the fitted curve at half-maximal effect.

No. | KAT2A inh | N370S GC | FEN1 inhibitor | mol
1 | -6% | -15% | -22% | Fc1ccc(Cn2c(SCc3ccc(F)c(F)c3)nnc2C(F)(F)F)cc1
2 | 0% | / | 16% | CCOC(=O)c1cccc(NC(=O)CCc2nc3cccnc3n2-c2ccccc2)c1
3 | 1% | -14% | -4% | COCCNC(C(=O)Nc1cc(Cl)cc(Cl)c1)c1ccccc1 (centres undefined)
4 | 3% | / | -15% | Cc1ccc(NC(=O)C(=O)NCc2ccco2)cc1
5 | -1% | 11% | -11% | CCOC(=O)CSC1=NC(=O)/C(=C\c2ccc(Cl)cc2)S1
6 | -18% | / | -9% | COc1cccc(-c2nc(SCC(=O)NC3CCCC3)c(-c3ccc(F)cc3)[nH]2)c1
7 | -23% | / | -28% | CCOc1ccc(CCNC(=O)c2cc3c(-c4ccc(OC)c(OC)c4)nn(C)c3s2)cc1OCC
8 | -12% | 5% | 2% | C#CCOCCOCCOCCNc1nc(N2CCN(C(=O)Cn3cc(CCCN=C(N)N)nn3)CC2)nc(N2CCN(C(=O)[C@H]([C@@H](C)CC)n3cc(CCC(=O)O)nn3)CC2)n1
9 | ? | 17% | 1% | CCc1c(C)c(C#N)c2[nH]c3ccccc3n2c1=S
10 | -18% | 5% | -18% | COc1cc2ccc(=O)oc2c(CC=C(C)C)c1OC
11 | -6% | / | -5% | CCc1noc(C)c1C(=O)NNC(=O)COc1ccccc1C
12 | 0% | -5% | -1% | CCOc1ccc(Cn2ccnc2CCl)cc1[N+](=O)[O-]
13 | -14% | -4% | -13% | COc1ccc(OC)c(NC(=O)C(=O)N/N=C(\C)CC(=O)Nc2ccc(Cl)cn2)c1
14 | 0% | -14% | 10% | Cn1c(SCC(=O)c2ccccc2)nc2cccnc21
15 | 1% | 9% | 1% | O=c1[nH]c(NCCCO)nc2c1C1(CCCC1)Cc1ccccc1-2
16 | -3% | -4% | -5% | CCOC(=O)c1[nH]c2ccccc2c1NC(=O)c1nonc1C
17 | 0% | 0% | 19% | Cc1cc(C(=O)NC2CCCN(Cc3ccc(Cl)cc3)C2)n(C)n1 (centres undefined)
18 | -15% | 1% | 43%[activator] | Cc1cccc(C(C)C)c1NC(=O)COC(=O)CCN1C(=O)C2CC=CCC2C1=O (centres undefined)
19 | -3% | 20% | -5% | CC(C)(C)c1ccc(S(=O)(=O)N2CCCC2C(=O)NC2=NCCS2)cc1 (centres undefined)
20 | -16% | -12% | / | CC1OC(OCC2OC(Oc3c(-c4ccc(O)c(O)c4)oc4cc(O)cc(O)c4c3=O)C(O)C(O)C2O)[C@@H](O)C(O)C1O (some centres undefined)
21 | 14% | -3% | 3% | Cc1ccc([N+](=O)[O-])c(OCCN2CCNCC2)c1
22 | 27% | -9% | 1% | COc1ccc2cc(-c3[nH]ncc3CN3C[C@@H]4CCC[C@H]3C4)ccc2c1
23 | 3% | -14% | 0% | CSc1ccc(Cl)c(C(=O)NNC(=O)c2csc(N3CCOCC3)n2)c1
24 | 3% | 0% | -4% | COCCN(C(=S)Nc1ccc(OC)cc1)C1CCN(C(C)=O)CC1
25 | -8% | / | -16% | CCCN(CCC)C(=O)Cn1c(=O)n(-c2ccc(OC)cc2OC)c(=O)c2c3c(sc21)CCC3
26 | -5% | / | -14% | O=C(NCc1ccc2c(c1)CCN2C(=O)c1ccc(Cl)cc1)c1cccc(F)c1
27 | -3% | 7% | -5% | CCOC(=O)C1=C(C)N(C)C(=O)NC1c1cc2c(cc1[N+](=O)[O-])OCO2 (centres undefined)
28 | -9% | / | 9% | COCCCNc1nc2c(c(=O)[nH]c(=O)n2C)n1CC(O)COc1ccc(Cl)cc1 (centres undefined)
29 | 19% | 4% | 1% | NS(=O)(=O)c1cccc(NC(=O)C2CC(=O)N(Cc3ccco3)C2)c1 (centres undefined)
30 | -1% | / | 6% | CCN(CC)S(=O)(=O)c1cc(NC(=O)COC(=O)c2c(C)noc2C)ccc1C
31 | 0% | / | -3% | Cc1ccc(OCCSc2nc3ccccc3n2CC(=O)N2CCCCC2)c(C)c1
32 | -9% | / | -11% | Cc1cc(-c2ccccc2)n2nc(-c3ccc(Cl)cc3)cc2n1
33 | -8% | / | 6% | CNC(=O)Nc1nnc(C(C)(C)C)s1
34 | -2% | 1% | -7% | COc1ccc(N2C(=O)CC(Nc3cccc(C(C)=O)c3)C2=O)cc1OC (centres undefined)
35 | -9% | 2% | / | O=C(Nc1nnc(-c2cccnc2)o1)c1cccc([N+](=O)[O-])c1
36 | -5% | -1% | 1% | CCc1cccc(NC(=O)C2CCCN2S(=O)(=O)c2cccc3cccnc23)c1 (centres undefined)
37 | 2% | / | -1% | COCCCNC(=O)C1CCN(C(=O)c2cnn(-c3ccccc3)c2-n2cccc2)CC1
38 | 1% | / | 24% | Cc1ccc2oc(C(=O)Nc3sc4c(c3C(=O)NCc3ccco3)CCC4)cc(=O)c2c1
39 | 2% | -8% | -6% | Cc1ccc(C(C(=O)NCc2ccc(F)cc2)N(C(=O)c2csnn2)C2CC2)cc1 (centres undefined)
40 | -7% | 5% | 18% | COc1ccccc1NC(=O)/C(C#N)=C/c1c(C)nn(-c2ccc(F)cc2)c1Cl
41 | -3% | 3% | -2% | CC(c1nnc(SCn2nnc3ccccc3c2=O)n1-c1ccc(Cl)cc1)N(C)C (centres undefined)
42 | -1% | 30% | -1% | COC(=O)c1c(C)nc(C)c2c(=O)oc3ccccc3c12
43 | -10% | / | 2% | O=C1N(c2ccccc2C(F)(F)F)O[C@@]1(c1ccccc1)C1CCCCC1
44 | -2% | -9% | -3% | Cc1ccc(C(=O)NCC(=O)N2CCCC(C(F)(F)F)C2)s1 (centres undefined)
45 | 0% | -2% | 0% | Cc1ccc(C(=O)NNC(=O)c2cc3cc4ccccc4nc3s2)cc1
46 | -9% | 2% | -6% | O=C(c1cnn2c(C(F)(F)F)cc(-c3ccccc3)nc12)N1CCCc2ccccc21
47 | -7% | -18% | / | O=C(Nc1ccc2c(c1)OCO2)[C@@H]1[C@@H]2C(=O)N(C3CCCCC3)C(=O)[C@@H]2C2c3ccccc3C=CN21 (some centres undefined)
48 | -2% | -11% | 3% | CCOC(=O)c1sc(NC(=O)COc2ccc3c(c2)OCO3)nc1C
49 | -4% | 27% | -1% | COc1cc(N2CCCC2)c(OC)cc1/C=C(/C#N)c1ccc(Br)cc1
50 | -8% | -5% | -5% | Cc1ccc(CN2CCN(Cc3cn[nH]c3C3CCCCC3)CC2CCO)cc1 (centres undefined)
51 | -14% | / | -12% | CCOc1ccccc1CNC(=O)c1cc(-c2ccc(OC)cc2)nc2ccc(C(C)C)cc12
52 | -20% | -1% | / | Cc1ccc(Sc2cncc3sc(C(N)=O)cc23)cc1
53 | 1% | -6% | -15% | CCN1CCN(C(=O)c2nn(-c3ccc(OC)cc3)c(=O)c3c2c2ccccc2n3C)CC1
54 | -4% | -2% | 6% | Cc1cc(N2CCN(c3ccccc3)CC2)nc(N)n1
55 | -3% | -3% | -2% | COc1ccc(CNCc2ccc(OC)c3ccccc23)cc1
56 | -1% | -3% | / | Cc1nc(NC2=NCN(Cc3ccc4c(c3)OCO4)CN2)nc2ccccc12
57 | -1% | -17% | -12% | CCc1nnc(NC(=O)CCC(=O)N2CCN(Cc3ccc(F)cc3)CC2)s1
58 | -1% | -1% | 5% | Cc1[nH]n(-c2ccc(Cl)cc2)c(=O)c1C=NC12CN3CN(CN(C3)C1)C2
59 | 38%[activator] | -8% | 3% | CC(C)(C)N(CC#CCC(O)(c1ccccc1)C1CCCC1)CCO (centres undefined)
60 | -4% | / | ? | C=CCC[C@@H](Cc1ccc(F)cc1)C(=O)OC[C@H](C)NC(=O)[C@@H](CC=C)CC(=O)N(CCO)Cc1ccccc1

(listing goes on)
No. | KAT2A inh | N370S GC | FEN1 inhibitor | mol
61 | -3% | 2% | -6% | Cc1ccccc1OCC(O)CN1CCCCC1 (centres undefined)
62 | -3% | / | 17% | COc1ccccc1NC(=O)c1cn(-c2ccccc2)nc1-c1ccccc1
63 | -2% | -6% | 0% | Cc1nc(SCC(=O)NC(=O)NC(C)C)nc(C)c1C
64 | -23% | 26% | -5% | COc1ccc(C)cc1NC(=O)c1ccc(NS(=O)(=O)c2cccs2)cc1
65 | 2% | -3% | -13% | CSc1nc2ncc(C#N)cn2n1
66 | -12% | / | 16% | O=C(Nc1ccccc1Cl)c1sc2cccc(Cl)c2c1Cl
67 | 0% | 6% | / | O=C1CC(c2ccc(F)cc2)Cc2nc(N3CCc4ccccc43)ncc21 (centres undefined)
68 | -3% | -3% | -2% | CC1CCC(NC(=O)COC(=O)CCC(=O)c2ccc(Cl)s2)CC1 (centres undefined)
69 | -7% | -12% | 4% | CC[C@H](C)[C@@H](C(=O)NCCCCCCCCCCC(=O)N1CCNCC1)n1cc(CCCCCN)nn1
70 | -2% | -9% | -5% | COc1ccc(C(=O)C[n+]2ccc3c(c2)nc(-c2cc(OC)c(OC)cc2OC)n3C)cc1
71 | -11% | 13% | -10% | CC(C)NC(=O)c1onc(CSc2cccc3ccccc23)c1C(=O)O
72 | -8% | / | -23% | COc1ccc(O)c(C(=O)c2cnn(S(=O)(=O)c3ccc(C)cc3)c2)c1
73 | -14% | 0% | 1% | O=C(Nc1cccc(S(=O)(=O)Nc2ccc(Cl)cc2)c1)c1ccc[n+]([O-])c1
74 | -1% | / | -7% | Cc1ccc(NC(=O)N2CCC(N3CCN(Cc4ccccc4)C(=O)C3=O)CC2)cc1Cl
75 | 0% | 9% | -4% | CCOc1ccccc1NC(=O)C1CCCN(C(=O)Nc2ccccc2)C1 (centres undefined)
76 | -4% | / | 6% | C=CCOc1ccc(CNc2nn[nH]n2)cc1OC
77 | -3% | -5% | -14% | COc1cc(OC)c(C2=NOC(C(=O)NCc3ccc4c(c3)OCO4)C2)cc1Cl (centres undefined)
78 | -6% | 2% | 0% | NC(=O)c1c(NC(=O)c2ccc([N+](=O)[O-])o2)sc2c1CCCC2
79 | -6% | -8% | -5% | Cc1c(OC(C)C(=O)NCC2CCC(C(=O)O)CC2)ccc2c1oc(=O)c1ccccc12 (centres undefined)
80 | 1% | -2% | 4% | c1nc2n(n1)C1=C(CCCC1)C1(CCCCC1)N2
81 | 23% | -7% | 6% | CC(C)C(=O)Nc1ccc(C(=O)NNC(=O)C(c2ccccc2)c2ccccc2)cc1
82 | -1% | -11% | -7% | CCOC(=O)N1CCN(S(=O)(=O)c2ccc(C(=O)Nc3nc4c(s3)CC(C)CC4)cc2)CC1 (centres undefined)
83 | -1% | 7% | 1% | NS(=O)(=O)c1ccc(CCNC(=O)CCCOc2ccccc2)cc1
84 | -8% | -16% | 6% | O=C(CCOc1ccccc1)Nc1ccnn1C1CCN(Cc2ccccc2)CC1
85 | -4% | -18% | -2% | CCC1Nc2ncnc(N3CCOCC3)c2N(Cc2ccc(C)cc2)C1=O (centres undefined)
86 | 0% | / | -14% | CCN(CC(=O)Nc1ccc2c(c1)OCCO2)C(=O)c1ccc(CS(C)(=O)=O)cc1
87 | / | 5% | 2% | CC(=O)C1C(c2ccco2)c2c(noc2C)CC1(C)O (centres undefined)
88 | -8% | / | 13% | CCCN1C(C(=O)c2ccccc2)=C(OC(=O)c2ccc(OC)cc2)c2ccccc2S1(=O)=O
89 | -5% | 4% | 0% | Cc1nc2nc[nH]n2c(=O)c1NS(=O)(=O)c1ccc(F)cc1

Grouped by structure: those above with fluorine
No. | KAT2A inh | N370S GC | FEN1 inhibitor | mol
1 | -6% | -15% | -22% | Fc1ccc(Cn2c(SCc3ccc(F)c(F)c3)nnc2C(F)(F)F)cc1
6 | -18% | / | -9% | COc1cccc(-c2nc(SCC(=O)NC3CCCC3)c(-c3ccc(F)cc3)[nH]2)c1
26 | -5% | / | -14% | O=C(NCc1ccc2c(c1)CCN2C(=O)c1ccc(Cl)cc1)c1cccc(F)c1
39 | 2% | -8% | -6% | Cc1ccc(C(C(=O)NCc2ccc(F)cc2)N(C(=O)c2csnn2)C2CC2)cc1 (centres undefined)
40 | -7% | 5% | 18% | COc1ccccc1NC(=O)/C(C#N)=C/c1c(C)nn(-c2ccc(F)cc2)c1Cl
43 | -10% | / | 2% | O=C1N(c2ccccc2C(F)(F)F)O[C@@]1(c1ccccc1)C1CCCCC1
44 | -2% | -9% | -3% | Cc1ccc(C(=O)NCC(=O)N2CCCC(C(F)(F)F)C2)s1 (centres undefined)
46 | -9% | 2% | -6% | O=C(c1cnn2c(C(F)(F)F)cc(-c3ccccc3)nc12)N1CCCc2ccccc21
57 | -1% | -17% | -12% | CCc1nnc(NC(=O)CCC(=O)N2CCN(Cc3ccc(F)cc3)CC2)s1
60 | -4% | / | ? | C=CCC[C@@H](Cc1ccc(F)cc1)C(=O)OC[C@H](C)NC(=O)[C@@H](CC=C)CC(=O)N(CCO)Cc1ccccc1
67 | 0% | 6% | / | O=C1CC(c2ccc(F)cc2)Cc2nc(N3CCc4ccccc43)ncc21 (centres undefined)
89 | -5% | 4% | 0% | Cc1nc2nc[nH]n2c(=O)c1NS(=O)(=O)c1ccc(F)cc1
